Bioassay records: PubChem, National Center for Advancing Translational Sciences (NCATS)
Pol kappa inh: qHTS for Inhibitors of Polymerase Kappa. hit rate 0.53% among 400,000. DNA polymerase kappa (Homo sapiens), Q9UBT6. purified Pol kappa, fluorescent DNA synthesis assay, 10 min. Potency, µM (highest dose often 107 µM), inactives show at the highest dose activity, negative = inhibition, most hits filed as inhibitors. AID 588579, 2011; note: potency is the fitted concentration of half-maximal effect; % is set by controls: 0 for no effect and ±100 for the full control effect
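10 nM Pol kappa preincubated 15 min at room temperature with compounds, then reaction started with substrate at 50 nM final. Fluorescence read kinetically at 0 and 10 min; buffer-only wells served as negative control.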
BLM helicase inh: qHTS Assay for Inhibitors of Bloom's syndrome helicase (BLM) | AID 2528, 2010 | hit rate 0.2% among 350,000 | Potency, µM (top dose mostly 56.1 µM), without a hit: top-dose activity change, negative = inhibition, usual class: inhibitors | recombinant BLM DNA unwinding, fluorescence dequenching | RecQ-like DNA helicase BLM (Homo sapiens), P54132;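 note: potency is the fitted concentration of half-maximal effect; plate controls were vehicle for no effect and no enzyme for full effect; nearly all actives have a fitted effect of over 35% in size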
APEX1 inh: qHTS Assay for Inhibitors of the Human Apurinic/apyrimidinic Endonuclease 1 (APE1). recombinant APE1, TAMRA/BHQ-2 abasic DNA cleavage fluorescence. Potency, µM (doses to about 65.8 µM), for the others: top-dose activity change, negative = inhibition, most hits filed as inhibitors. hit rate 0.35% among 350,000. AID 2517, 2012;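 note: potency is the fitted concentration of half-maximal effect; plate controls were vehicle for no effect and reference inhibitor for full effect; nearly all actives have a fitted effect of over 55% in size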
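Measures dequenching upon AP-site incision of a 5'-TAMRA/3'-BHQ-2 THF-containing duplex, 50 nM; human APE1 0.75 nM after 15 min room-temperature exposure to compound; kinetic three-point read at one-minute spacing.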
Apoferritin bind: qHTS Assay for Identification of Novel General Anesthetics; Ferritin light chain (Equus caballus), P02791; apoferritin/1-aminoanthracene competitive binding, fluorescence; Potency, µM (titrated, usually from 77.5 µM), inactives show at the highest dose activity change, negative = displacement, usual class: inhibitors; hit rate 0.074% among 350,000; AID 485281, 2010; note: potency is the fitted concentration of half-maximal effect; % is set by controls: 0 for no effect and ±100 for the full control effect; nearly all actives have a fitted effect of over 20% in size
Target sequence (P02791 2-175 limits assumed): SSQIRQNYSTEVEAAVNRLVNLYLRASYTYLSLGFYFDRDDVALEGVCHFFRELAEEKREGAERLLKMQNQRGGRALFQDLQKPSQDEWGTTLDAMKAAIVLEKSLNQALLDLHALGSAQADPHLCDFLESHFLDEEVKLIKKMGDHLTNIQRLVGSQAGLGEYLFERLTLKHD
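In PBS, apoferritin at 10 uM is loaded with 1-AMA from a 50% saturated solution. After 10 min of compound exposure at ambient temperature, reduced 535 nm fluorescence indicates probe displacement.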
POLI inh: qHTS for Inhibitors of Polymerase Iota; Potency, µM (highest dose often 115 µM), without a hit: top-dose activity, negative = inhibition, hits mostly inhibitors; Pol iota fluorescent replication assay, 10 min; DNA polymerase iota (Homo sapiens), Q9UNA4; hit rate 1% among 390,000; note: potency is the fitted concentration of half-maximal effect
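Fluorescent replication assay read twice, at 0 min and 10 min after adding 50 nM (final) substrate. Enzyme (10 nM) and compounds were first incubated 15 min at room temperature; enzyme-free buffer wells were negative controls.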
POLH inh: qHTS for Inhibitors of Polymerase Eta | DNA polymerase eta (Homo sapiens), Q9Y253 | recombinant Pol eta, fluorescent DNA replication assay | Potency, µM (top dose mostly 114 µM), for the others: at the highest dose activity change, negative = inhibition, actives largely listed as inhibitors | hit rate 1.2% among 390,000 | AID 588591, 2011; note: potency is the fitted concentration of half-maximal effect; % is set by controls: 0 for no effect and ±100 for the full control effect
Target sequence (Q9Y253 whole entry, looked up): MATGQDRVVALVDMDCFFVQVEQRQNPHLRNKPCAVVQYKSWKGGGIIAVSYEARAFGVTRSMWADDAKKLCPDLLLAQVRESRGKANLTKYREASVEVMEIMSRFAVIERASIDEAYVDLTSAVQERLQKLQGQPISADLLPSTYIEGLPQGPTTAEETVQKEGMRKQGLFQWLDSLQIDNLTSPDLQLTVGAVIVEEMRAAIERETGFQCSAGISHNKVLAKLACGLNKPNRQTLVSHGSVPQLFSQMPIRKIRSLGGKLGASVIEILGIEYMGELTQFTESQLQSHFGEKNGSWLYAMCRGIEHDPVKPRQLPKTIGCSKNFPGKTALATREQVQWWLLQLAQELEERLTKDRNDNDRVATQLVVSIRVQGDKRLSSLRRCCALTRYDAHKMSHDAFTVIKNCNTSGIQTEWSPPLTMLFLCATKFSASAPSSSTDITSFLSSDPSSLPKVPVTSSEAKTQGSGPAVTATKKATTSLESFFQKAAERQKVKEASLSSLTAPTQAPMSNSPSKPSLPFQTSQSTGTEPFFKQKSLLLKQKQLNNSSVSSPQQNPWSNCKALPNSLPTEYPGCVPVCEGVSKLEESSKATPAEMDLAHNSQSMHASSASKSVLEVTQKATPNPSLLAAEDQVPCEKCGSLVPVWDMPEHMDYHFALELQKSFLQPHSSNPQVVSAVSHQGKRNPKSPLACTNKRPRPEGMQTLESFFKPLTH
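Pol eta (10 nM) was preincubated with compounds for 15 min at room temperature, after which fluorescent replication substrate (50 nM final) was added to start the reaction. Fluorescence was read kinetically at 0 and 10 min.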
PGK inhibitor: qHTS Assay to Find Inhibitors of Phosphoglycerate Kinase | Potency, µM (doses to about 57.5 µM), for the others: at the highest dose activity change, negative = inhibition, usual class: inhibitors | PGK/GAPDH coupled, Kinase-Glo luminescence, 60 min | Phosphoglycerate kinase, glycosomal (Trypanosoma brucei brucei), P07378 | hit rate 0.043% among 380,000; note: potency is the fitted concentration of half-maximal effect; % is set by controls: 0 for no effect and ±100 for the full control effect; nearly all actives have a fitted effect of over 60% in size
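Recombinant glycosomal PGK reaction used 1,3-bisphosphoglycerate generated in-well by GAPDH (100nM final) in 100mM TEA pH 7.6, 5mM MgCl2, 0.01% Tween-20. After 60 minutes at room temperature, ATP was read by Kinase-Glo Plus luminescence end-point.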
RXFP1 antagonist: qHTS Assay for Antagonists of the Relaxin Receptor RXFP1. hit rate 0.59% among 350,000. activity change, negative = inhibition, % at 57.5 µM. HEK293-RXFP1, relaxin-stimulated cAMP HTRF, 30 min; stronger effect = lower value;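 active = activity change of -60% or lower, but not beyond a set lower limit; inconclusive = change between -60% and -40%, or beyond the set limit; inactive = change above -40%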; note: % is set by controls: 0 for no effect and ±100 for the full control effect
POLB inh: qHTS Assay for Inhibitors of DNA Polymerase Beta; Pol beta primer extension/strand displacement, fluorescence kinetic; Potency, µM (titrated, usually from 114 µM), for inactives: at the highest dose activity change, negative = inhibition, usual class: inhibitors; hit rate 1.3% among 340,000; note: potency is the fitted concentration of half-maximal effect; % is set by controls: 0 for no effect and ±100 for the full control effect
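Preincubation: enzyme (10 nM) with compound, 15 min, RT. Reaction: substrate added to 50 nM final. Reads: 0 and 10 min. Analysis: normalized, Hill fit.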
An asterisk follows results filed as active; & = joins results of further samples; [ ] = another dose, or the depositor's remark. Unless noted, calls come from the whole dose curve; as a rule, active = well fitted curve in the direction sought with a large enough effect; inconclusive = small, poorly fitted or top-dose-only effect, or another doubt; inactive = no such curve, though single readings can be large; an effect the other way counts as inactive or inconclusive. A portion of the library; the hit share may differ from the screen's.

What do the screens show for `COC(=O)c1ccccc1S(=O)(=O)N1CCC(C(=O)OCC(=O)c2ccccc2OC)CC1`?
Pol kappa inh: -9.2%; APEX1 inh: 23.3%; POLI inh: -10.7%; POLH inh: -17.2%; PGK inhibitor: 1.3%; RXFP1 antagonist: -16.2

Results for CCSC1=NCCN1S(=O)(=O)c1ccc(F)cc1 ?
Pol kappa inh: -15.9%; BLM helicase inh: -1.8%; APEX1 inh: 3.6%; Apoferritin bind: -2.0%; POLI inh: 13.4%; POLH inh: -0.3%; PGK inhibitor: 7.3%; RXFP1 antagonist: 7.1; POLB inh: 23.6%

What do the screens show for `COc1ccc(NC2CCCN(C(=O)c3ccc4[nH]c(C)c(C)c4c3)C2)cc1OC` (stereo not given)?
Pol kappa inh: 11.1%; BLM helicase inh: -0.5%; APEX1 inh: -11.6%; Apoferritin bind: inconclusive; POLI inh: 24.9%; POLH inh: -2.1%; PGK inhibitor: -5.1%; RXFP1 antagonist: 12.3; POLB inh: -0.5%

What do the screens show for `CC(=O)Nc1ccc(CN2CCc3c([nH]c4ccccc34)C2c2ccccn2)cc1` (stereo not given)?
Pol kappa inh: -18.1%; BLM helicase inh: -6.0%; APEX1 inh: -10.3%; Apoferritin bind: -6.7%; POLI inh: -3.7%; POLH inh: -9.4%; PGK inhibitor: -4.7%; RXFP1 antagonist: -1.7; POLB inh: 22.0%

What do the screens show for `COc1ccc(/C=N/NC(=O)C2C(C=C(Cl)Cl)C2(C)C)c(OC)c1` (stereo not given)?
Pol kappa inh: -4.6%; BLM helicase inh: -13.0%; APEX1 inh: 1.2%; Apoferritin bind: -13.4%; POLI inh: 0.0%; POLH inh: -9.8%; PGK inhibitor: -10.7%; RXFP1 antagonist: -37.0; POLB inh: 0.0%

Results for COc1ccc(-c2cc3ccc(OCC(N)=O)cc3oc2=O)cc1OC ?
Pol kappa inh: -3.7%; BLM helicase inh: 4.2%; APEX1 inh: -12.6%; Apoferritin bind: 66.4%[activator]; POLI inh: 6.9%; POLH inh: 2.6%; PGK inhibitor: 1.2%; RXFP1 antagonist: -2.8; POLB inh: -11.5%

What do the screens show for `Cc1ccc2nc(C)cc(OCC(=O)O)c2c1`?
Pol kappa inh: -1.9%; BLM helicase inh: -1.8%; APEX1 inh: 16.3%; Apoferritin bind: -8.5%; POLI inh: 2.9%; POLH inh: -14.2%; PGK inhibitor: -1.0%; RXFP1 antagonist: -11.7; POLB inh: 20.7%

How did COc1ccc(-c2ccc(CNCCCN3CCOCC3)o2)cc1Cl do in these assays?
Pol kappa inh: -4.1%; BLM helicase inh: 10.7%; APEX1 inh: -0.9%; Apoferritin bind: -9.7%; POLI inh: -1.1%; POLH inh: -4.0%; PGK inhibitor: 8.4%; RXFP1 antagonist: -21.6; POLB inh: 1.0%

What do the screens show for `CCC(C)(C)NC(=O)c1ccc(Br)o1`?
Pol kappa inh: -2.6%; BLM helicase inh: -1.6%; APEX1 inh: -0.8%; Apoferritin bind: 1.9%; POLI inh: 6.5%; POLH inh: -5.2%; PGK inhibitor: 5.3%; RXFP1 antagonist: -2.1; POLB inh: -9.6%

What do the screens show for `CCn1cc(S(=O)(=O)CC(=O)Nc2cccc(C)c2)c2ccccc21`?
Pol kappa inh: -6.5%; BLM helicase inh: -2.4%; APEX1 inh: -1.8%; Apoferritin bind: 1.2%; POLI inh: 12.7%; POLH inh: -6.7%; PGK inhibitor: 0.2%; RXFP1 antagonist: -9.2; POLB inh: 0.3%

What do the screens show for `Cc1cc(C)n2nc(N)c(N=Nc3ccc4c(c3)OCO4)c2n1`?
Pol kappa inh: 0.4%; BLM helicase inh: -3.5%; APEX1 inh: 2.9%; Apoferritin bind: -0.8%; POLI inh: 14.5%; POLH inh: -20.1%; PGK inhibitor: -3.3%; RXFP1 antagonist: -10.8; POLB inh: 11.1%

Results for COc1cc2[nH]c(=O)n(CCCC(=O)NCc3ccccc3Cl)c(=O)c2cc1OC ?
Pol kappa inh: 3.2%; BLM helicase inh: -3.0%; Apoferritin bind: -7.4%; POLI inh: -11.9%; POLH inh: 3.3%; PGK inhibitor: -10.0%; POLB inh: 0.3%

Results for COc1ccccc1NC(=O)N1CCN(CCc2ccccc2)CC1 ?
Pol kappa inh: -31.6%; BLM helicase inh: 0.9%; APEX1 inh: 2.9%; Apoferritin bind: -4.6%; POLI inh: -6.9%; POLH inh: -2.4%; PGK inhibitor: -4.5%; RXFP1 antagonist: -8.6; POLB inh: -1.2%

What do the screens show for `COc1ccc(C2Nc3ccccc3C(=O)N2NS(=O)(=O)c2ccc(C)cc2)cc1OC` (stereo not given)?
Pol kappa inh: -13.9%; BLM helicase inh: 0.4%; APEX1 inh: 10.4%; Apoferritin bind: 13.6%; POLI inh: 106.7%[activator]; POLH inh: -3.8%; PGK inhibitor: -2.4%; RXFP1 antagonist: 14.3; POLB inh: 19.2%

How did CCOc1ccc(C(=O)Nc2c3c(nn2-c2ccc(F)cc2)CS(=O)C3)cc1 (stereo not given) do in these assays?
Pol kappa inh: -7.3%; BLM helicase inh: -0.1%; APEX1 inh: 1.1%; Apoferritin bind: -12.4%; POLI inh: 15.4%; POLH inh: -10.6%; PGK inhibitor: 9.8%; RXFP1 antagonist: 4.5; POLB inh: -0.1%

What do the screens show for `COc1cccc(CN2CC(C(=O)N(C)Cc3nc(C)cs3)CCC2=O)c1` (stereo not given)?
Pol kappa inh: -1.9%; BLM helicase inh: -2.0%; APEX1 inh: 12.3%; Apoferritin bind: -8.2%; POLI inh: 29.9%; POLH inh: -18.3%; PGK inhibitor: -9.0%; RXFP1 antagonist: -3.1; POLB inh: 13.1%

What do the screens show for `CCCn1c(NCc2cc(OC)ccc2OC)nc2ccccc21`?
Pol kappa inh: 3.9%; BLM helicase inh: 1.7%; APEX1 inh: inconclusive; Apoferritin bind: inconclusive; POLI inh: 11.6%; POLH inh: -9.6%; PGK inhibitor: 1.7%; RXFP1 antagonist: -17.3; POLB inh: 20.8%

What do the screens show for `CN1CCN(S(=O)(=O)c2ccc(Cc3ccc(S(=O)(=O)N4CCN(C)CC4)cc3)cc2)CC1`?
Pol kappa inh: -18.9%; BLM helicase inh: 0.8%; APEX1 inh: inconclusive; Apoferritin bind: -11.6%; POLI inh: 11.8%; POLH inh: -1.4%; PGK inhibitor: -3.9%; RXFP1 antagonist: 1.8; POLB inh: 4.2%

What do the screens show for `O=C(NC1(C(F)(F)F)OCCO1)c1ccc(F)cc1`?
Pol kappa inh: -4.6%; BLM helicase inh: -0.9%; APEX1 inh: 6.5%; Apoferritin bind: -6.6%; POLI inh: -2.8%; POLH inh: -3.8%; PGK inhibitor: -6.8%; RXFP1 antagonist: 3.7; POLB inh: 7.0%

How did CN1C(=O)C(O)(CC(=O)c2ccccc2O)c2cc(Br)ccc21 (stereo not given) do in these assays?
Pol kappa inh: -3.4%; BLM helicase inh: 0.1%&-3.8%; APEX1 inh: -0.5%&4.7%; Apoferritin bind: -4.8%&-10.0%; POLI inh: 25.8%; POLH inh: -20.5%; PGK inhibitor: -4.2%; POLB inh: 9.5%&31.5%

How did CCN1C(C(=O)Nc2cc(C)on2)=C(O)c2ccccc2S1(=O)=O do in these assays?
Pol kappa inh: -13.3%; BLM helicase inh: -2.7%; APEX1 inh: 26.5%; Apoferritin bind: 23.3%; POLI inh: -18.9%; POLH inh: -1.1%; PGK inhibitor: 5.1%; RXFP1 antagonist: 0.9; POLB inh: 0.9%

What do the screens show for `COc1ccc(-n2ncc(C(=O)Nc3ccc4c(c3)OCO4)c2C2CCN(C(=O)OC(C)(C)C)CC2)cc1`?
Pol kappa inh: -7.9%; BLM helicase inh: -10.7%; Apoferritin bind: inconclusive; POLI inh: 45.5%[activator]; POLH inh: -15.8%; PGK inhibitor: inactive; RXFP1 antagonist: -16.9; POLB inh: -0.3%

Results for CCOc1ccc(NC(=O)CSc2nc(-c3cccc(Cl)c3)nc3c2Cc2c(CO)cnc(C)c2O3)cc1 ?
Pol kappa inh: -2.1%; BLM helicase inh: 1.0%; Apoferritin bind: -1.2%; POLI inh: -7.1%; POLH inh: 0.0%; PGK inhibitor: 12.3%; RXFP1 antagonist: -10.4; POLB inh: 33.4%

What do the screens show for `OCC(O)C(O)C(O)C(O)c1nc2ccccc2[nH]1` (stereo not given)?
Pol kappa inh: -4.3%; BLM helicase inh: -1.5%; APEX1 inh: 1.8%; Apoferritin bind: 3.4%; POLI inh: 119.0%[activator]; POLH inh: -22.0%; PGK inhibitor: 4.4%; RXFP1 antagonist: -6.5; POLB inh: 12.7%

Results for CCCNC(=O)C1CCCN(S(=O)(=O)c2ccc3c(c2)CC(C)N3C(=O)C2CC2)C1 (stereo not given) ?
Pol kappa inh: 8.4%; BLM helicase inh: -0.7%; APEX1 inh: 54.3%[activator]; Apoferritin bind: -20.1%; POLI inh: 1.4%; POLH inh: -13.2%; PGK inhibitor: inactive; POLB inh: 12.3%

Results for O=C(Nc1ccccc1F)C(Cc1ccccc1)N1Cc2ccccc2C1=O (stereo not given) ?
Pol kappa inh: 4.0%; BLM helicase inh: -1.0%; Apoferritin bind: -15.9%; POLI inh: -5.6%; POLH inh: 8.5%; PGK inhibitor: -9.8%; RXFP1 antagonist: -2.0; POLB inh: 20.4%

What do the screens show for `CCOC(=O)c1cc(-c2ccccc2)sc1NC(=O)CSc1nnc(N)s1`?
Pol kappa inh: -6.4%; BLM helicase inh: -7.8%; APEX1 inh: 2.2%; Apoferritin bind: -20.6%; POLI inh: 90.3%[activator]; POLH inh: inconclusive; PGK inhibitor: 3.6%; RXFP1 antagonist: -18.7; POLB inh: 0.4%
